HSF1 activator – increases HSF-1 driven luciferase reporter signal | NIH3T3-HGL HSF-1 luciferase reporter, MG132, 8 h; 100% = twice DMSO control signal | activation, % at 9 µM | 1.7% of 300,000 active | AID 504408;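 active means mean replicate activation of at least 50% with a set share of replicates each reaching 50%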;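 further: 0% = median of the neutral control wells and 100% = twice that signal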
GSK3B inh – inhibitors of human GSK3beta kinase. AID 2097. P49841. GST-GSK3beta kinase, ADP-Glo luminescence, 60 min; hits give low values. activity score (negative = inhibition), % at 10 µM. 0.038% of 300,000 active;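 active means more than half of replicate wells score below -50%, meaning over 50% inhibition versus plate controls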;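 further: 0% = median DMSO wells and -100% = median GW8510 positive control wells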
Target sequence (P49841 whole entry, looked up): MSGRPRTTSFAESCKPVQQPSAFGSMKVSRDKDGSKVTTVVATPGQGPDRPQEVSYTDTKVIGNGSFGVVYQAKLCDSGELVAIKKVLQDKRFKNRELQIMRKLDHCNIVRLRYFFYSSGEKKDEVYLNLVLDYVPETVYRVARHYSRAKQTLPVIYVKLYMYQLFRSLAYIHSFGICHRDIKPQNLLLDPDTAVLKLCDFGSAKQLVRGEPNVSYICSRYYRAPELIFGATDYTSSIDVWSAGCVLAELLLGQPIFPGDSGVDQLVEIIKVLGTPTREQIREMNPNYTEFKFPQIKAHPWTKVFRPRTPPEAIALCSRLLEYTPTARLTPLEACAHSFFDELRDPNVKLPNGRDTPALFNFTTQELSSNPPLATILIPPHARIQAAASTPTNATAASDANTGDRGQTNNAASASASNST
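Assay system: GST-fused GSK3beta enzyme, cell-free / Medium: Tris pH 7.5 buffer with MgCl2, DTT, BSA, heparin / Also added: peptide substrate plus 25 µM ATP (final) / Compound: 10 µM single point / Timing: kinase reaction with compound 60 min at room temperature / Detection: ADP-Glo luminescence / Benchmarks: DMSO neutral wells and GW8510 at 20 µM as positive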
HIF activator – HIF pathway transcriptional activation; U2OS HRE-luciferase reporter, luminescence; normalized: DMSO 0%, desferrioxamine 100%; activation, % at 7.5 µM (by protocol); 0.32% of 300,000 active; AID 1910;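 active means mean activation of at least 10% of the iron chelator positive control signal, with at least half of replicates also reaching 10%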
KLF5 inh – suppresses KLF5 promoter-driven expression; DLD-1 KLF5 promoter-luciferase reporter, luminescence; 0.23% of 290,000 active; inhibition, % at 5 µM;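 active means inhibition above a per-plate limit of that plate's mean compound inhibition plus 3 SD, cut at about 60% in these data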;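 further: 0% = DMSO wells and 100% = LY294002 at 200 µM; higher means less KLF5 promoter-driven luciferase light; inactives centre near -14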
aSyn UTR inh – MLPCN primary screen, SNCA 5' untranslated region. alpha-synuclein 5'UTR reporter, inhibitor activity. inhibition, % (tested at 7.5 µM). 0.82% of 300,000 active. AID 1813; in the data active means inhibition above about 60%;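 further: H4 neuroglioblastoma cells stably carrying SNCA 5'UTR luciferase fusion; 0% = DMSO wells and 100% = positive control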
HSP90 inh – inhibitors of HSP90 luciferase refolding in rabbit reticulocyte lysate; inhibition, % at 5.6 µM; AID 1789; luciferase refolding luminescence, 3 h; 0.91% of 290,000 active;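 active means inhibition above the screen-wide mean plus 3 SD, computed separately per campaign, cut at about 16% in these data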;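 further: 0% = DMSO wells and 100% = 60 µM geldanamycin wells; inhibitors lower the luminescence because luciferase stays unfolded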
GSK3 alpha inh – inhibitors of human GSK-3 alpha kinase; P49840; ADP-Glo luminescence, 60 min; inhibition, % at 10 µM; 0.1% of 320,000 active; AID 2650;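 in the data active means inhibition above about 50%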;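 further: GST-tagged GSK-3 alpha with peptide substrate and 25 µM ATP; 0% = DMSO neutral wells and 100% = GW8510 positive control wells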
Target sequence (P49840 whole entry, looked up): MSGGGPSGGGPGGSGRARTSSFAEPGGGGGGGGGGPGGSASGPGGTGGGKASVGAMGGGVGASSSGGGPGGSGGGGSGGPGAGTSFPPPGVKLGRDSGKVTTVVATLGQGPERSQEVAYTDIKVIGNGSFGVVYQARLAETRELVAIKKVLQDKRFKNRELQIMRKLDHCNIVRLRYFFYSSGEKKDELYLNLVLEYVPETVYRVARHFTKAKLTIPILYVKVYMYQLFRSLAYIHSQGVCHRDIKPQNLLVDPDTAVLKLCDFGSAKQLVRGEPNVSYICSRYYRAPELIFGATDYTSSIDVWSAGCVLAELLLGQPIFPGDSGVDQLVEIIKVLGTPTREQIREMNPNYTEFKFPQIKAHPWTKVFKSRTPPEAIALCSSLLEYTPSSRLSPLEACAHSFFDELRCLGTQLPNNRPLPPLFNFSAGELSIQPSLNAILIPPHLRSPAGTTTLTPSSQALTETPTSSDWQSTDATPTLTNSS
AI-2 QS mod – modulates the Vibrio harveyi AI-2 quorum sensing system. activity change, % at 7.5 µM. Vibrio harveyi JMH597 AI-2 luminescence/OD600 ratio, 9 h; hits give low values; strain lacks LuxN and CqsS sensors; 0 = neutral-control median. AID 2094. 0.4% of 300,000 active; in the data active means activity change below about -75%, passing the limit was not always enough;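 further: luminescence divided by OD600 gain over 9 h not by final OD600 alone; inactives centre near 13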
HSF1 inh – HSF1 inhibition; NIH3T3-HGL HSE-luciferase, MG132-induced, luminescence 8 h; hits give low values; activity change, negative = inhibition, % at 7.5 µM (by protocol); 0.77% of 300,000 active;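 active means more than half of replicate wells show activity change below -50%, luminescence cut by over half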;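 further: luciferase reports HSF-1 transcriptional activity via heat shock element; 0% = median of DMSO wells and -100% = zero luminescence signal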
IEC-6 cytotox – counter-screen for KLF5 inhibitors: cytotoxicity in IEC-6 cells; inhibition, % at 5 µM; IEC-6 cytotoxicity, luminescence viability; 0.78% of 290,000 active; AID 1825; in the data active means inhibition above about 22%;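 further: 0% = plate median of test compound wells and 100% = cytotoxic reference compound wells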
Active calls of the source: *; nt = not tested or not shown.

SMILES | HSF1 activator | GSK3B inh | HIF activator | KLF5 inh | aSyn UTR inh | HSP90 inh | GSK3 alpha inh | AI-2 QS mod | HSF1 inh | IEC-6 cytotox
COc1ccc(C2CC3(O)NC(=O)C(C#N)(C3C)C2(C#N)C#N)cc1 (stereo not drawn) | -6.7 | 0.8 | 0.2 | -2.9 | 9.1 | 1.7 | -2.0 | 14.2 | -1.1 | 0.1
COc1ccc(NC(=S)Nn2cnnc2)cc1OC | 24.5 | -0.4 | 1.2 | -15.7 | -95.3 | 2.5 | -1.6 | 5.5 | 0.4 | -1.5
CCN(CCNC(=O)CC1Oc2ccccc2NC1=O)c1ccccc1 (stereo not drawn) | 9.5 | -2.5 | nt | 13.0 | 12.0 | 1.4 | -1.8 | 26.1 | 5.5 | 5.4
NCCNc1ccc([N+](=O)[O-])c(NC2CC2)c1 | -0.4 | -4.9 | 0.5 | -8.7 | 27.7 | 0.0 | 1.0 | 29.4 | -6.5 | -4.8
Cc1ccc2nc(-c3cccc(S(=O)(=O)N4CC(C)OC(C)C4)c3)cn2c1 (stereo not drawn) | 8.0 | 3.7 | 0.7 | -30.6 | -4.6 | -2.8 | -3.4 | 17.3 | 6.9 | 11.1
COc1cccc(CNC(=O)CCl)c1 | 5.6 | -0.6 | -1.1 | -35.5 | -57.5 | -4.9 | nt | 34.6 | -6.6 | -6.5
CC(C)(C)c1cc(C(=O)NCc2ccco2)ccn1 | -6.0 | -0.3 | 0.2 | 1.9 | -5.2 | 5.4 | 1.0 | 10.5 | -5.2 | -0.4
Cc1nn(CC(=O)Nc2ccc(C(=O)N3CCCC3)cc2)c(=O)c2ccccc12 | -2.3 | 0.9 | -0.8 | 0.6 | -7.2 | 6.4 | -1.9 | -82.7* | 9.3 | 2.0
O=C(NCc1ccco1)C1CCCN(c2nnc(-n3cccc3)s2)C1 (stereo not drawn) | 18.3 | -3.3 | 0.5 | -30.4 | -3.9 | -3.6 | -0.4 | 16.0 | 0.4 | -14.6
Nc1nc(NCCN2CCOCC2)nc(NCc2ccccc2)c1[N+](=O)[O-] | 6.0 | -14.8 | 1.2 | 8.0 | 38.4 | 7.0 | 30.3 | 12.5 | -8.9 | 1.3
CC(=O)N1CCOc2ccc(S(=O)(=O)NCCc3cccc(C)c3)cc21 | -2.4 | 3.1 | 0.7 | -13.9 | 0.0 | 2.4 | -2.6 | nt | 9.5 | 8.9
O=C(NC1CCCCC1)C(c1ccco1)N(C(=O)C(F)(F)F)C1CC1 (stereo not drawn) | 12.9 | 0.3 | -0.9 | -9.9 | 9.7 | 8.9 | 1.0 | 7.6 | -3.8 | 0.2
O=C(Nc1ccccc1C(=O)N1CCOCC1)C1COc2ccccc2O1 (stereo not drawn) | 10.2 | 1.6 | -0.1 | -0.4 | 14.2 | 3.1 | -2.0 | -6.0 | -2.9 | 4.5
CCCNc1nc(N2CCCC2)nc(N2CCCC2)n1 | -11.9 | 0.9 | 0.0 | -24.0 | -8.0 | -0.7 | -3.5 | -8.9 | -2.5 | 2.0
Cc1ccnc(NC(=O)c2cc(S(=O)(=O)N3CCCCC3)ccc2Cl)c1 | 9.7 | -1.5 | 0.0 | 1.3 | -8.9 | 0.7 | -3.0 | 3.5 | -0.1 | -1.6
COc1ccc(C2=NOC3(CC(=O)N(c4ccc(Cl)cc4)C3=O)C2)c(OC)c1 (stereo not drawn) | 8.8 | -3.5 | 0.4 | 6.5 | 4.3 | -1.0 | -2.1 | 12.1 | -11.4 | -1.5
CCCCC(CC)CNC(=O)CN(C)S(=O)(=O)c1cccc2nsnc12 (stereo not drawn) | 4.5 | -3.7 | -0.5 | -17.2 | -6.6 | -4.4 | -1.5 | -5.8 | 1.7 | -5.0
CC(C)(ONC(=O)Nc1ccccc1Cl)C(=O)O | -4.9 | 0.7 | -0.2 | -8.8 | -3.2 | 0.3 | -3.3 | 25.7 | -3.5 | 0.8
Cc1ccc2oc(=O)n(CCCOc3ccccc3C)c2c1 | 23.0 | nt | 0.7 | 3.5 | -17.9 | -1.4 | nt | nt | 13.2 | -2.2
CC(C)OC(=O)CC(=O)CSc1nc2c(cc1C#N)CCCC2 | 16.3 | -0.3 | 2.4 | -23.5 | -11.2 | 0.1 | -1.1 | 13.2 | 2.8 | -1.3
CCCn1c(SCC(=O)Nc2cc(Cl)ccc2Cl)n[nH]c1=O | 32.8 | -2.8 | -0.9 | -10.7 | -5.8 | 0.6 | 1.8 | 36.3 | 14.6 | -7.6
O=C(Nc1c2c(nn1-c1ccccc1)CS(=O)(=O)C2)c1ccco1 | 16.1 | 1.2 | 0.1 | 2.5 | -2.0 | 2.8 | -0.6 | 6.6 | 1.1 | 3.3
CN=C(Nc1ccc(C(=O)OC)s1)c1ccc(Cl)cc1 | 31.1 | 1.6 | 1.3 | -4.8 | 8.6 | -6.4 | -3.0 | 22.9 | 26.8 | -2.2
Cc1nn(Cc2cccc(C(=O)Nc3ccn(Cc4c(F)c(F)cc(F)c4F)n3)c2)c(C)c1[N+](=O)[O-] | 18.3 | 1.7 | -0.6 | -7.7 | 38.1 | 0.6 | -2.1 | 7.4 | 10.9 | 0.6
N#CC1=C(Nc2ccc(Br)cc2)CCC1 | 0.2 | 2.2 | -0.4 | -10.1 | -21.1 | 0.6 | -1.7 | 12.4 | -1.0 | 6.4
O=S(=O)(Nc1cc(F)ccc1F)c1cccc2nonc12 | -12.4 | 2.2 | -0.1 | -55.9 | 10.1 | -1.4 | -0.3 | 6.8 | -1.3 | -0.9
Cc1ccc(-c2csc3ncn(CC#N)c(=O)c23)cc1C | 1.1 | 2.5 | -0.2 | -12.5 | -2.9 | 4.3 | 0.4 | 23.0 | 0.1 | -4.4
CC(=O)Nc1cccc(C(=O)N(Cc2ccccc2)Cc2ccccc2)c1 | 13.5 | nt | -1.9 | -26.1 | 7.4 | 5.5 | -0.1 | nt | 1.1 | 6.1
COc1ccc(S(=O)(=O)C(C#N)c2nc3ccccc3nc2N2CCCC(C)C2)cc1 (stereo not drawn) | 20.6 | 0.4 | 0.0 | -14.5 | -33.6 | 5.8 | -3.1 | 20.7 | 3.0 | 0.2
CSc1cccc(NC(=O)c2ccccc2N(C)S(C)(=O)=O)c1 | 1.8 | 0.0 | 0.0 | -34.5 | -7.6 | -3.4 | 0.7 | 25.0 | 7.2 | 4.0
O=C(COC(=O)/C=C/c1ccc(C(F)(F)F)cc1)NCc1ccco1 | -5.8 | 0.5 | 0.1 | 6.3 | 6.7 | 0.0 | -2.4 | 1.8 | 1.3 | -1.2
Cc1nonc1NC(=O)CSc1nnc(N)s1 | 14.3 | 3.8 | -0.2 | -10.4 | -10.9 | -1.0 | 0.0 | 13.0 | -1.3 | -5.5
CCN(CC)c1ccc(/C=N/n2c(=S)[nH]nc(C)c2=O)cc1 | -7.9 | 2.8 | 0.3 | -14.2 | 4.2 | 2.2 | -1.4 | 25.1 | -9.6 | -0.6
CCCCC(c1nnnn1CS(=O)(=O)c1ccc(C)cc1)N1CCN(c2ccccc2)CC1 (stereo not drawn) | 5.1 | 0.9 | 0.0 | -20.3 | 30.4 | -0.5 | -0.6 | 16.6 | -3.5 | -1.5
O=C(NCCc1ccc2c(c1)OCCO2)c1ccccc1F | 12.6 | 0.2 | 2.9 | -98.6 | -110.4 | -1.5 | 0.5 | 8.4 | 9.4 | 1.4
COc1ccc(NC(=O)CC(C)=O)c(OC)c1 | 9.8 | 1.0 | -1.9 | -8.0 | 18.9 | -1.6 | nt | 4.3 | 2.3 | -1.4
O=C(Nc1cc(S(=O)(=O)Nc2ccccc2Cl)ccc1O)c1sc2cc(Cl)ccc2c1Cl | 3.2 | -0.5 | 0.1 | 4.6 | -0.8 | -1.6 | -4.7 | 23.0 | 0.6 | 1.2
CNc1ccc2nnc(C(F)(F)C(F)(F)C(F)(F)F)n2n1 | 3.9 | 3.7 | -0.6 | -7.7 | 11.2 | 2.4 | -1.4 | 20.5 | -11.3 | 2.4
CC(C)c1nc(SCC(=O)NC2CCCC2)c2ccccc2n1 | 21.9 | nt | -0.9 | 12.1 | -14.1 | -1.0 | -1.3 | nt | 15.9 | -3.6
Cc1ccc(C)n1-n1c(C)nc2scc(-c3cccs3)c2c1=O | 21.3 | 0.2 | -0.1 | -14.7 | -6.3 | 1.6 | -1.3 | 24.1 | 7.3 | 6.4
COc1cccc(CN2CCN(CCCc3ccccc3)C(CCO)C2)c1OC (stereo not drawn) | 8.8 | 1.5 | -0.3 | -13.1 | 15.9 | -3.0 | -4.6 | 11.5 | -1.8 | 1.7
CCn1nc(C)c(CN2CCCCC2C(=O)Nc2ccc(Oc3cccnc3)cc2)c1C (stereo not drawn) | -11.1 | -2.6 | -0.3 | -22.9 | 13.0 | -5.5 | 0.2 | 28.8 | -3.7 | -6.0
Cc1ccc(S(=O)(=O)CCc2nnc(NC(=O)C3CCCO3)s2)cc1 (stereo not drawn) | 11.0 | -0.6 | 0.1 | -35.6 | -19.7 | -1.2 | -1.3 | 11.7 | -3.8 | -4.8
O=C(c1cccc(-n2cnnn2)c1)N1CC=C(c2ccccc2)CC1 | -9.2 | -1.8 | -0.1 | -50.6 | -1.1 | 0.9 | -2.3 | 19.3 | -9.8 | -0.1
COc1cc(S(=O)(=O)N2CCN(Cc3ccccc3)CC2)ccc1Br | 9.7 | -1.3 | -0.2 | 3.9 | -10.2 | 1.2 | -1.3 | 6.0 | -6.1 | -5.1
COc1ccc(CCNC(=O)CCNC(=O)c2ccco2)cc1OC | 35.3 | 2.5 | 0.1 | -13.0 | -8.9 | -3.5 | -1.5 | 31.7 | 5.3 | 1.7
Cc1c(C(=O)OCC(=O)N2CCCC(C)C2)oc2ccccc12 (stereo not drawn) | -10.8 | 4.7 | 1.2 | nt | -14.5 | nt | -0.2 | 27.9 | 4.2 | nt
CCOC(=O)C1(CCOc2ccccc2)CCN(Cc2cccc(OCCO)c2)CC1 | -30.3 | 0.6 | 1.4 | -29.2 | -9.2 | -1.6 | -1.9 | -1.9 | -11.4 | 9.1
CCCOc1cccc(C(=O)N(Cc2cccs2)C2CCS(=O)(=O)C2)c1 (stereo not drawn) | 6.4 | 3.6 | 0.6 | -31.4 | 12.9 | -0.7 | -2.0 | 14.3 | 17.9 | -3.8
Cc1ccc(F)cc1NC(=O)CCNC(=O)c1ccc([N+](=O)[O-])cc1 | -74.9 | -0.7 | -0.2 | -25.1 | -17.3 | 0.0 | -3.8 | 18.1 | -67.9* | -6.0

Structures shown so far that contain an NH in an aromatic ring:
SMILES | HSF1 activator | GSK3B inh | HIF activator | KLF5 inh | aSyn UTR inh | HSP90 inh | GSK3 alpha inh | AI-2 QS mod | HSF1 inh | IEC-6 cytotox
CCCn1c(SCC(=O)Nc2cc(Cl)ccc2Cl)n[nH]c1=O | 32.8 | -2.8 | -0.9 | -10.7 | -5.8 | 0.6 | 1.8 | 36.3 | 14.6 | -7.6
CCN(CC)c1ccc(/C=N/n2c(=S)[nH]nc(C)c2=O)cc1 | -7.9 | 2.8 | 0.3 | -14.2 | 4.2 | 2.2 | -1.4 | 25.1 | -9.6 | -0.6

Source: PubChem BioAssay (several laboratories)
